Sm TGR inh: inhibitors of Schistosoma mansoni thioredoxin glutathione reductase; purified TGR, DTNB reduction, TNB absorbance 405 nm; Potency, µM (titrated, usually from 114 µM), inactives show at the top dose activity change, negative = inhibition, actives largely listed as inhibitors; 360,000 compounds, 3% hits; AID 485364; also: nearly all actives have a fitted effect of over 60% in size
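TGR 20 nM + NADPH 100 uM (dispensed conc.), cpd preinc 15 min RT; start with NADPH (500 uM addition) then DTNB (15 mM addition). Kinetic TNB absorbance, 405 nm filter. Four-parameter Hill fit across titration.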
Tb PYK inh: inhibitors of Trypanosoma brucei pyruvate kinase. Q57TT1. TbPYK enzyme, Kinase-Glo Plus ATP luminescence, 45 min. Potency, µM (highest dose often 76.8 µM), inactives show at the top dose activity, negative = inhibition, hits mostly inhibitors. 410,000 compounds, 0.12% hits. AID 624173; also: nearly all actives have a fitted effect of over 50% in size
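Screened from lowest to highest concentration, compounds were pinned into TbPYK/substrate mixtures, and ADP (130 uM final) was added. Plates sat at room temperature for 45 min prior to Kinase-Glo Plus detection by luminescence.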
Starred values were filed as active, the others as inactive; [ ] = remark or other dose. Calls follow the shape of the dose curve; as a rule, active = well fitted curve in the direction sought with a large enough effect; inconclusive = small, poorly fitted or top-dose-only effect, or another doubt; inactive = no such curve, though single readings can be large; an effect the other way counts as inactive or inconclusive. % is scaled to controls: 0 for no effect and ±100 for the full control effect; potency is read from the fitted curve at half-maximal effect. A portion of the library; count on the stated rates, not on these rows.

A first look:
Value order – Sm TGR inh | Tb PYK inh
> O=C(Nc1ccc(S(=O)(=O)Nc2ncccn2)cc1)c1cccc(Cl)c1
→ 4% | 1%
> COc1ccc(NC(=O)c2cc(S(=O)(=O)N3CCCCC3)cn2C)cc1Cl
→ 0% | 0%
> Cc1ccc(-c2nn(-c3ccccc3)c3c2cnc2ccccc23)cc1C
→ 4% | -4%
> CCc1nnc2c3ccccc3nc(Nc3ccc(F)c(Cl)c3)n12
→ 8% | 0%
> CCc1ccc(C2c3c(-c4cc(C)ccc4O)n[nH]c3C(=O)N2Cc2cccnc2)cc1 (stereo unspecified)
→ 12% | 3%
> CC(=O)c1ccc(NC(=O)Nc2nnc(N3CCCC(C)C3)s2)cc1 (stereo unspecified)
→ -3% | -9%

The listing, repeating the preview:
Value order – Sm TGR inh | Tb PYK inh
> O=C(Nc1ccc(S(=O)(=O)Nc2ncccn2)cc1)c1cccc(Cl)c1
→ 4% | 1%
> COc1ccc(NC(=O)c2cc(S(=O)(=O)N3CCCCC3)cn2C)cc1Cl
→ 0% | 0%
> Cc1ccc(-c2nn(-c3ccccc3)c3c2cnc2ccccc23)cc1C
→ 4% | -4%
> CCc1nnc2c3ccccc3nc(Nc3ccc(F)c(Cl)c3)n12
→ 8% | 0%
> CCc1ccc(C2c3c(-c4cc(C)ccc4O)n[nH]c3C(=O)N2Cc2cccnc2)cc1 (stereo unspecified)
→ 12% | 3%
> CC(=O)c1ccc(NC(=O)Nc2nnc(N3CCCC(C)C3)s2)cc1 (stereo unspecified)
→ -3% | -9%
> CCc1ccc(NC(=O)c2cc(S(=O)(=O)NC3CCCC3)ccc2F)cc1
→ 1% | 6%
> O=C(OCc1cc(=O)n2nc(C3CCCCC3)sc2n1)c1ccccc1Cl
→ -2% | -2%
> Cc1ccc(NC(=O)c2cc3nc(-c4ccc5c(c4)OCO5)cc(C(F)(F)F)n3n2)cc1Cl
→ 14% | 2%
> O=C(COc1ccc(Cl)cc1)Nc1ccc(-c2nc3ccccc3s2)c(O)c1
→ 2% | 4%
> CCOC(=O)c1ccc(NC(=O)Cn2cc(C(=O)c3cccs3)c3ccccc32)cc1
→ 6% | -1%
> CCOc1ccc(NC(=O)CSc2nnc(-c3ccc(C)cc3)c(-c3ccc(C)cc3)n2)cc1
→ -9% | -4%
> CCCn1c(CCC(=O)Nc2cccc(CC)c2)nc2cccnc21
→ -2% | 1%
> COc1ccc(CC(=O)Nc2nc3c(s2)CC(C(C)(C)C)CC3)cc1 (stereo unspecified)
→ 2% | -1%
> COCCCN1C(=O)c2oc3ccccc3c(=O)c2C12C(=O)N(C)c1ccccc12 (stereo unspecified)
→ 0% | 0%
> Cc1cc(C)cc(OC(=O)c2cc(-c3ccc(Cl)cc3)on2)c1
→ 6% | 1%
> CC(C)(C)c1ccc(S(=O)(=O)c2cn(CC(=O)Nc3ccccc3)c3ccccc3c2=O)cc1
→ 13% | -1%
> Cc1cccc(-c2c3c(=O)n(C)c(=O)n(C)c3c3cnc4ccccc4n23)c1
→ 3% | 2%
> Cc1ccc(S(=O)(=O)N(CC(=O)NCCSc2ccc(Cl)cc2)c2ccccc2C)cc1
→ 2% | 0%
> O=C1C(c2ccc(F)cc2)N(CCc2ccc(Cl)cc2)C(=O)CN1C1CCCCCC1 (stereo unspecified)
→ 17% | -1%
> COc1ccc(S(=O)(=O)c2c(SC)nn(CC(=O)Nc3ccc(C)c(Cl)c3)c2N)cc1
→ 11% | 4%
> COc1ccc(N2CC(NC(=O)c3ccc(S(=O)(=O)N4CCCCC4)cc3)CC2=O)cc1 (stereo unspecified)
→ -7% | 2%
> Cc1cccc(-c2noc(-c3ccccc3OCC(=O)Nc3ccccc3[N+](=O)[O-])n2)c1
→ -7% | 2%
> CN(c1ccccc1)S(=O)(=O)c1ccc(NC(=O)c2cc(=O)c3ccccc3o2)cc1
→ 4% | 8%
> COCCNC(=O)Cn1nc(C)c2c(C)n(-c3ccc(C)cc3)nc2c1=O
→ 4% | -6%[15.4 µM]
> CCN(CC)S(=O)(=O)c1ccc2c(c1)c(=O)c(C(=O)NCc1ccc(Cl)cc1)cn2C
→ 1% | 2%
> O=C(CSc1nc(-c2cccc(F)c2)[nH]c1-c1ccccc1)Nc1ccc2c(c1)OCO2
→ 3% | -15%
> CC(C)OC(=O)c1cccnc1SCC(=O)Nc1ccc(C(F)(F)F)cc1Cl
→ -2% | 2%
> CCn1cc(C(=O)NCc2ccccc2)c(=O)c2cc(S(=O)(=O)N3CCc4ccccc4C3)ccc21
→ -11% | -3%
> COCCNC(=O)Nc1cc(C(=O)NCc2ccc(C(C)C)cc2)ccc1N1CCCC1
→ 4% | 1%
> Cc1cc2nc(-c3cccc(NC(=O)C(C)C)c3C)oc2cc1C
→ 19% | 1%
> O=C(Cn1c(=O)nc(-c2ccccc2)c2ccccc21)NCc1ccccc1Cl
→ -2% | -5%
> COc1ccc(NC(=O)N(C(C)C)C2CCN(C(C)=O)CC2)c(OC)c1
→ -1% | 3%
> CSc1nc(-c2ccc(F)cc2)nc2c1Cc1c(CO)cnc(C)c1O2
→ -4% | 0%
> O=C(CSc1ncc2c(n1)-c1cc(Cl)ccc1N(Cc1ccccc1)S2(=O)=O)NCCc1ccccc1
→ -5% | -8%
> COc1cc(NC(=O)Nc2nnc(N3CCCCC3)s2)cc(OC)c1
→ 6% | 0%
> O=c1ccc2cc(S(=O)(=O)NCc3ccc(Cl)cc3)ccc2[nH]1
→ 21% | -4%
> CCN(CC)CCN(C(=O)c1ccco1)c1nc2c(C)cccc2s1
→ 0% | 2%
> CCCOc1ccc(CNC(=O)c2cc3oc4ccccc4c3n2C)cc1
→ 18% | 12%
> NC(=O)c1nc(-c2ccc(F)c(F)c2)nc2c1[nH]c(=O)n2-c1cccc(Cl)c1
→ -2% | -2%
> Cc1ccc(OCC(=O)OCc2cc(=O)n3nc(-c4cccs4)sc3n2)cc1
→ 2% | 1%
> COc1ccc(CN2CCN(c3ncnc4sc5c(c34)CCCC5)CC2)cc1F
→ 9% | -6%
> Cc1ccc(-n2c(=O)c3cccnc3n2CC(=O)Nc2cccc(C)c2C)cc1
→ 1% | -2%
> CN(C)c1ccc(CNC(=O)C2CCN(C(=O)c3ccc(-n4ccc5ccccc54)s3)CC2)cc1
→ 0% | -9%
> COc1ccc(NC(=O)Cn2nnc(C(=O)NCc3ccccc3Cl)c2N)cc1Cl
→ -3% | -7%
> Cc1ccc(N2C(=O)c3n[nH]c(C)c3C2c2ccc(Cl)cc2)cc1 (stereo unspecified)
→ 2% | 0%
> Cc1ccc(NC(=O)Cn2cnc3sc(C(=O)O)c(C)c3c2=O)cc1Cl
→ -4% | 2%
> CN(c1ncnc2onc(-c3cccc(Cl)c3)c12)C1CCCCC1
→ 5% | 0%
> CCOc1ccc(NC(=O)c2c(C)nn(-c3ccc(F)cc3)c2-n2cccc2)cc1
→ -1% | 3%
> Cc1ccc(OCCSc2nc3ccccc3n2CC(=O)NC(C)C)cc1
→ 21% | 0%
> O=C(NCc1ccc(Cl)cc1)C1CCN(S(=O)(=O)Cc2ccccc2)CC1
→ -16% | -15%
> Cc1c(Cl)cccc1NC(=O)N1CCOc2ccccc21
→ 10% | 3%
> Cc1cccc(NC(=O)c2cnn(-c3ccccc3)c2-n2cccc2)c1C
→ -2% | -2%
> Cc1ccc(S(=O)(=O)N2CCC(n3c(C)nc4cccnc43)CC2)c(C)c1
→ 0% | 1%
> Cc1cccc(-c2noc(CN(C(=O)COc3ccc(Br)cc3C)C(C)C)n2)c1
→ -2% | 9%
> COc1cccc(Nc2nc3ccc(C(=O)c4ccccc4)cc3n3c(C)nnc23)c1
→ 4% | -2%
> Cc1ccc(CN2CCCn3nc(C(=O)NCc4cc(C)ccc4C)cc3C2=O)cc1
→ -4% | 0%
> Cc1cccc(NC(=O)C2CCCN2S(=O)(=O)c2cccc3nsnc23)c1C (stereo unspecified)
→ 11% | -4%
> COc1ccc2ncc3c(-c4ccc(C)c(C)c4)nn(CC(=O)NC4CCCCC4)c3c2c1
→ 3% | 1%
> CCOc1ccccc1CNC(=O)C1CCN(C(=O)N2CCOc3ccc(Cl)cc32)CC1
→ -8% | 3%

Further results:
Value order – Sm TGR inh | Tb PYK inh
> O=S(=O)(Nc1ccc2nc(-c3cccc(Cl)c3)oc2c1)c1ccccc1
→ -2% | -13%
> COc1ccc(-c2oc3ncn4nc(-c5ccccc5OC)nc4c3c2-c2ccc(OC)cc2)cc1
→ -10% | 1%
> O=C(CSc1nccn1C1CCCC1)Nc1cc(C(F)(F)F)ccc1Cl
→ 7% | 0%
> CCOC(=O)c1c(NC(=O)CS(=O)(=O)c2ccc(C)cc2)sc2c1CCC(C)C2 (stereo unspecified)
→ 9% | -1%[15.4 µM]
> CC(=O)Nc1cc(C(=O)NCc2ccccc2)ccc1Sc1ccc(C)cc1
→ 0% | -2%
> Cc1ccc(Nc2nc(C(N)=O)c(NC(=O)c3ccccc3Br)s2)cc1
→ 1% | -4%
> COc1cn(CC(=O)Nc2ccccc2)c(CN2CCCCC2)cc1=O
→ 46%[activator] | 3%
> CCOc1ccccc1Nc1sc(C(=O)c2ccccc2)c(N)c1C(=O)Nc1ccccc1
→ -16% | -10%
> COc1ccc(S(=O)(=O)N(CCc2ccccc2)CC(=O)Nc2cccc(OC)c2)cc1
→ 2% | 6%
> COc1ccc(CNC(=O)c2cccn2-c2nnc(N3CCCCC3)s2)c(OC)c1
→ 0% | -2%[15.4 µM]
> COc1ccc(-c2noc(CN(C(=O)COc3cc(C)c(Br)c(C)c3)C(C)C)n2)cc1
→ 8% | -9%
> c1csc(C2=NC(c3ccncc3)=Nc3ccccc3N2)c1
→ -7% | -3%
> O=S(=O)(NCCc1nnc2ccc(SCc3c(F)cccc3Cl)nn12)c1ccccc1
→ -3% | -1%
> Cc1cccc(C)c1NC(=O)Cn1c(=O)n(Cc2ccc3c(c2)OCO3)c(=O)c2oc3ccccc3c21
→ 3% | 14%
> CCCN(C(=O)c1cn(CC(C)C)c(=O)c2cc(OC)c(OC)cc12)c1cccc(C)c1
→ -16% | 8%
> Cc1noc(C)c1S(=O)(=O)Nc1ccc(C(=O)Nc2ccc(Br)cc2)cc1
→ -7% | 0%
> CCN1CCN(C(c2cccc(F)c2)c2c(O)cc(C)n(CCOC)c2=O)CC1 (stereo unspecified)
→ 4µM* | 0%
> COc1cc(OC)c(NC(=O)Cn2c(=O)oc3cc(S(=O)(=O)N4CCCC4)ccc32)cc1Cl
→ 0% | 5%[15.4 µM]
> COc1ccc(N2CCN(C(=O)CSc3c4c(nc5ccc(Cl)cc35)CCCC4)CC2)cc1
→ 1% | -2%
> COc1cccc(CNC(=O)Cn2c(=O)cc(C)c3c(C)nn(C)c32)c1OC
→ -2% | -1%
> COc1cc(NC(=O)CSc2nc3nc(C)c(Cc4ccc(C)cc4)c(C)n3n2)cc(OC)c1
→ 0% | 1%
> CCOC(=O)C1=C(C)NC(=O)NC1c1cn(-c2ccccc2)nc1-c1ccc(OCC)cc1 (stereo unspecified)
→ -2% | 0%
> O=C1CCSC2(C(=O)N(Cc3ccc(F)cc3)c3ccccc32)N1c1ccc(F)c(F)c1 (stereo unspecified)
→ 11% | 3%[15.4 µM]
> Cc1ccc(/C=C/C(=O)Nc2ccc3nc(N4CCC(C)CC4)cc(C)c3c2)cc1
→ -3% | -11%
> Cc1ccc(NC(=O)c2cc(S(=O)(=O)N3CCCC(C)C3)cn2C)c(Br)c1 (stereo unspecified)
→ 0% | -8%
> Cc1cc(NC(=O)c2ccc(Br)o2)cc(-c2nc3ccccc3o2)c1O
→ -1% | 2%
> COc1ccc(S(=O)(=O)c2cc(NS(=O)(=O)c3ccc(Cl)cc3)c(C)c(C)c2O)cc1
→ -23% | 7%
> CCC1CCCCN1C(=O)c1nn(-c2ccc(C)cc2)c(=O)c2c1c1ccccc1n2C (stereo unspecified)
→ 8% | 5%
> CC(=O)N1CCCC1c1nc2ccccc2n1Cc1cc(C)ccc1C (stereo unspecified)
→ -13% | 1%
> Cc1ccc(NC(=O)Cn2c(=O)n(CCC(=O)NCc3ccccc3Cl)c(=O)c3ccccc32)cc1
→ 7% | 2%
> CC1=C(C(N)=O)C(c2cccc(Br)c2)n2nc(SCc3ccccc3Cl)nc2N1 (stereo unspecified)
→ -13% | -2%
> COCCn1ccc2c(OCC(=O)Nc3cccc(C(F)(F)F)c3)cccc2c1=O
→ 30% | -5%
> CCOC(=O)N1CCC(NC(=O)c2cnn(-c3ccc(C)cc3)c2-n2cccc2)CC1
→ 2% | -5%
> CCOc1ccc(-c2noc(CSc3nnc(-c4ccccc4)n3-c3ccccc3)n2)cc1
→ 1% | -2%
> CCCCCOc1ccccc1Cn1c(=O)oc2ccc(C)cc21
→ 12% | 3%
> COc1ccc(C(=O)Nc2ccccc2)cc1S(=O)(=O)Nc1ccc(Br)cc1
→ -1% | 0%
> CCN(C(=O)c1sc2nc3n(c(=O)c2c1C)CCCCC3)c1ccc(OC)cc1
→ 22µM* | 2%
> CC(C)N(Cc1ccccc1)S(=O)(=O)c1ccc(N2CCCCS2(=O)=O)cc1
→ 3% | -10%
> Cc1ccc(CNC(=O)CN2N=C(c3ccccc3)CCC2=O)cc1
→ 0% | 0%
> Cc1ccc(NC(=O)CCn2nc(C)c(S(=O)(=O)N3CCCCC3)c2C)cc1Cl
→ 8% | -5%
> Cc1ccc(NC(=O)c2c(C)oc3ncn(CC(C)C)c(=O)c23)nc1
→ -12% | 1%
> CC(=O)c1ccc(NC(=O)COCc2cc(-c3ccco3)on2)cc1
→ 5% | 4%
> O=c1cc(-c2ccccc2)n2c(SCc3ccc(Cl)cc3)nnc2[nH]1
→ 3% | -19%

Screening results (PubChem BioAssay)
